# aSyn UTR inh = 5' untranslated region of α-synuclein, MLPCN primary screen; alpha-synuclein 5'UTR reporter, inhibitor activity; inhibition, % (tested at 7.5 µM); hit rate 0.82% among 300,000; in the data active means inhibition above about 60%; inconclusive means no clear call, values can overlap the other calls;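 further: H4 neuroglioblastoma cells stably carrying SNCA 5'UTR luciferase fusion; 0% = DMSO wells and 100% = positive control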
# HIF act = HIF pathway transcriptional activation | hit rate 0.32% among 300,000 | activation, % at 7.5 µM (by protocol) | U2OS HRE-luciferase reporter, luminescence; normalized: DMSO 0%, desferrioxamine 100%;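 active means mean activation of at least 10% of the iron chelator positive control signal, with at least half of replicates also reaching 10%; inconclusive means mean and replicate majority disagree about reaching 10%; inactive means mean and most replicates under 10%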
# Platelet DG rel = modulates dense granule release in human platelets | human platelet-rich plasma, SFLLRN dense granule ATP release, luminescence | inhibition, %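 (compounds screened at 7.5 µM in platelet-rich plasma)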 | hit rate 0.22% among 300,000;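 active means mean replicate score, as percent of positive control, at or above 50; inconclusive means mean below 50 but at least one replicate at or above 50; inactive means mean and every replicate below 50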
# HSF-1 act = increases HSF-1 driven luciferase reporter signal | NIH3T3-HGL HSF-1 luciferase reporter, MG132, 8 h; 100% = twice DMSO control signal | activation, % at 9 µM | hit rate 1.7% among 300,000 | AID 504408;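 active means mean replicate activation of at least 50% with a set share of replicates each reaching 50%; inconclusive means only one of those two conditions met; inactive means mean below 50% and too few replicates reaching it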;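 further: 0% = median of the neutral control wells and 100% = twice that signal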
# AI-2 QS mod = modulators of Vibrio harveyi AI-2 quorum sensing system; Vibrio harveyi JMH597 AI-2 luminescence/OD600 ratio, 9 h; active compounds read low; strain lacks LuxN and CqsS sensors; 0 = neutral-control median; activity change, % at 7.5 µM; hit rate 0.4% among 300,000; in the data active means activity change below about -75%, passing the limit was not always enough; inconclusive means no clear call, values can overlap the other calls;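 further: luminescence divided by OD600 gain over 9 h not by final OD600 alone; inactives centre near 13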
# IEC-6 tox = counter-screen for KLF5 inhibitors: cytotoxicity in IEC-6 cells | IEC-6 cytotoxicity, luminescence viability | inhibition, % at 5 µM | hit rate 0.78% among 290,000 | AID 1825; in the data active means inhibition above about 22%;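 further: 0% = plate median of test compound wells and 100% = cytotoxic reference compound wells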
# KLF5 inhibitor = suppresses KLF5 promoter-driven expression; hit rate 0.23% among 290,000; AID 1700; DLD-1 KLF5 promoter-luciferase reporter, luminescence; inhibition, % at 5 µM;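 active means inhibition above a per-plate limit of that plate's mean compound inhibition plus 3 SD, cut at about 60% in these data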;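 further: 0% = DMSO wells and 100% = LY294002 at 200 µM; higher means less KLF5 promoter-driven luciferase light; inactives centre near -14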
# HSF1 inhib = HSF1 inhibition | activity change, negative = inhibition, % at 7.5 µM (by protocol) | hit rate 0.77% among 300,000 | NIH3T3-HGL HSE-luciferase, MG132-induced, luminescence 8 h; active compounds read low;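 active means more than half of replicate wells show activity change below -50%, luminescence cut by over half; inconclusive means some wells, but at most half, below -50%; inactive means no replicate well below -50%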;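 further: luciferase reports HSF-1 transcriptional activity via heat shock element; 0% = median of DMSO wells and -100% = zero luminescence signal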
# HSP90 refold inh = HSP90 refolding inhibition in rabbit reticulocyte lysate; luciferase refolding luminescence, 3 h; inhibition, % at 5.6 µM; hit rate 0.91% among 290,000;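 active means inhibition above the screen-wide mean plus 3 SD, computed separately per campaign, cut at about 16% in these data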;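 further: 0% = DMSO wells and 100% = 60 µM geldanamycin wells; inhibitors lower the luminescence because luciferase stays unfolded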
# HDAC3 inh = inhibitors of human histone deacetylase 3; hit rate 0.15% among 320,000; inhibition, % at 8.3 µM; recombinant HDAC3, fluorogenic peptide/trypsin coupled, fluorescence; O15379; AID 2718; in the data active means inhibition above about 26%, passing the limit was not always enough; inconclusive means no clear call, values can overlap the other calls
# Target sequence (O15379 whole entry, looked up): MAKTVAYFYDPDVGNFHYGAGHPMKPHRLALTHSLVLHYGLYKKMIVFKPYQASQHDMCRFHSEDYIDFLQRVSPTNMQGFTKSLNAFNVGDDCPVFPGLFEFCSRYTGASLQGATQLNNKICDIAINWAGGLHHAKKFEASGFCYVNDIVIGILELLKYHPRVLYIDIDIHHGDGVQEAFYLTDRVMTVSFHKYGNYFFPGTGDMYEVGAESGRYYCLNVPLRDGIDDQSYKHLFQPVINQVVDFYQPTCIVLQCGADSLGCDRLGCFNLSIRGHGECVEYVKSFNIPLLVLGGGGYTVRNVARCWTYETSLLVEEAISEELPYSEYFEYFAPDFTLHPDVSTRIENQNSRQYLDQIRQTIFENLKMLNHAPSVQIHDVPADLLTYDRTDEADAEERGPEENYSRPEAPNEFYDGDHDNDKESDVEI
# Active calls of the source: *; ? = inconclusive; . = no result given.
SMILES,aSyn UTR inh,HIF act,Platelet DG rel,HSF-1 act,AI-2 QS mod,IEC-6 tox,KLF5 inhibitor,HSF1 inhib,HSP90 refold inh,HDAC3 inh
COc1cc(OC)c(OC)cc1CNCCNC(=O)c1nonc1N,-8,-0.7,-2,-2,25,-1,-22,-7,-1,-5
CCS(=O)(=O)N1CCN(c2c(Cl)cccc2[N+](=O)[O-])CC1,12,-2.6,-3,-9,31,1,8,-1,2,?
CC(NC(=O)CC(O)(C(F)(F)F)C(F)(F)F)c1ccccc1 (stereo not drawn),-4,-0.4,-20,-9,15,2,-12,0,1,-3
COc1ccc(CC2(CO)CCN(Cc3cccc(OC)c3OC)CC2)cc1,11,0.4,-5,10,7,-7,-40,-8,-8,-1
O=C(N/C(=C/c1ccccc1Cl)C(=O)N1CCCCC1)c1ccco1,-3,-0.4,0,-5,20,-6,-18,2,-1,-8
OCc1cc(CO)c(O)c(CCc2ccccc2)n1,-5,1.9,4,2,9,-2,-7,2,7,-7
Cc1ccc(N(C(=O)Cc2cccs2)C(C(=O)NC2CCCC2)c2ccncc2)cc1 (stereo not drawn),-30,0.6,-5,-10,10,4,0,4,0,?
Cc1ccc(C)c(N2CCN(C(=O)Cc3ccc(NC4=NC5CS(=O)(=O)CC5S4)cc3)CC2)c1 (stereo not drawn),0,-0.2,-8,0,23,0,4,2,-2,1
CC1CCCN(Cc2c(O)ccc3c(=O)c(-c4nc5ccccc5s4)c(N)oc23)C1 (stereo not drawn),-27,0.9,9,2,27,8,5,8,2,-1
COC(=O)C(C)Sc1nnc(SC(C)C(=O)OC)s1 (stereo not drawn),-1,-0.8,8,-7,11,-6,-14,-6,-1,-1

# Already shown: entries from further up.
SMILES,aSyn UTR inh,HIF act,Platelet DG rel,HSF-1 act,AI-2 QS mod,IEC-6 tox,KLF5 inhibitor,HSF1 inhib,HSP90 refold inh,HDAC3 inh
OCc1cc(CO)c(O)c(CCc2ccccc2)n1,-5,1.9,4,2,9,-2,-7,2,7,-7
Cc1ccc(N(C(=O)Cc2cccs2)C(C(=O)NC2CCCC2)c2ccncc2)cc1 (stereo not drawn),-30,0.6,-5,-10,10,4,0,4,0,?
Cc1ccc(C)c(N2CCN(C(=O)Cc3ccc(NC4=NC5CS(=O)(=O)CC5S4)cc3)CC2)c1 (stereo not drawn),0,-0.2,-8,0,23,0,4,2,-2,1
CC1CCCN(Cc2c(O)ccc3c(=O)c(-c4nc5ccccc5s4)c(N)oc23)C1 (stereo not drawn),-27,0.9,9,2,27,8,5,8,2,-1
COC(=O)C(C)Sc1nnc(SC(C)C(=O)OC)s1 (stereo not drawn),-1,-0.8,8,-7,11,-6,-14,-6,-1,-1

# More results
SMILES,aSyn UTR inh,HIF act,Platelet DG rel,HSF-1 act,AI-2 QS mod,IEC-6 tox,KLF5 inhibitor,HSF1 inhib,HSP90 refold inh,HDAC3 inh
COc1cccc(/C=N/Nc2cc(C)nc(-c3ccccc3O)n2)c1O,83*,0.1,-5,.,30,-5,-137,.,15,3
CCOCCCNC(=S)N(Cc1ccco1)Cc1cc2cc3c(cc2[nH]c1=O)OCCO3,28,0.6,2,38,4,4,-10,28,2,-3
COC(=O)c1cccc(NC(=O)CSc2nc(O)c(-c3ccccc3)c(=O)[nH]2)c1,.,.,6,.,3,4,-10,.,2,7
CC1C(=O)C(C)(C)C(=O)OC1c1ccc([N+](=O)[O-])cc1 (stereo not drawn),4,-0.5,9,8,4,0,-8,0,-4,-8
COc1ccc(NS(=O)(=O)c2cc(NC(=O)CC3CCCC3)ccc2N2CCOCC2)cc1,23,-1.8,-7,1,28,-4,-15,1,0,6
COc1ccccc1C(=O)NCC(=O)N/N=C/c1cc(Br)ccc1OC(=O)/C=C\c1ccco1,57,1.8,-3,30,28,-2,-19,6,4,7
COC(=O)C(C)Oc1ccc2c(c1)O/C(=C\c1ccco1)C2=O (stereo not drawn),2,0.4,-2,13,13,-12,-30,5,-2,1
Cc1ccc(-n2c(SCC(=O)O)nc3sc4c(c3c2=O)C(C)CCC4)cc1 (stereo not drawn),-4,0.5,-1,1,32,-12,-18,2,0,1
O=C1C(N2CCOCC2)=C(n2nnc3ccccc32)C(=O)c2ccccc21,?,-41,-2,48,31,21,0,33,41*,4
Oc1ccc(N=Cc2ccc(OCc3ccccc3)cc2)cc1,-92,3.6,4,65*,22,-8,-21,40,0,0
CCOc1ccccc1N(CC(=O)NC1CCCCC1)C(=O)CCC(=O)Nc1nccs1,3,-0.5,-5,-8,10,-8,-15,2,-1,3
Cc1ccc(C(=O)N2CCN(c3ccccc3Cl)CC2)cc1[N+](=O)[O-],22,-1.0,0,7,16,5,-30,3,1,9
COc1cc(-c2nnn(CC#N)n2)ccc1OCc1ccccc1,3,1.2,0,?,17,3,-40,44,0,1
CCc1cccc(CC)c1N(COC)C(=O)Cn1ccccc1=N,6,0.0,9,-3,19,-2,-2,-4,3,-4
COC(=O)c1cc(=O)n2c(sc3ccccc32)c1C#N,6,0.0,-5,6,17,6,-10,-1,4,-2
COc1ccc(C(c2nnnn2C2CCCC2)N2CCN(C(=O)c3ccco3)CC2)cc1OC (stereo not drawn),1,0.4,-4,-7,24,-6,-45,-1,-1,6
CC(C)(C)NC(=O)NC(=O)COC(=O)c1ccc(OC(F)F)cc1,-18,-0.1,1,0,6,7,-9,-9,-5,8
CCOC(=O)C1(O)CSc2nc3sc(C(=O)O)c(C)c3c(=O)n21 (stereo not drawn),13,0.2,7,-14,10,5,0,3,0,6
CNCC(O)COc1ccccc1 (stereo not drawn),10,0.0,3,13,9,-6,-24,-3,4,1
COc1ccc(/C=C(\NC(=O)c2ccco2)C(=O)N2CCCCC2)cc1,2,-0.3,24,-12,7,0,6,2,-5,16
Cc1cc(C)n(CCN(C)C(=O)C2CCC(=O)N(CCc3cccc(F)c3)C2)n1 (stereo not drawn),-20,-0.3,-5,8,3,2,-27,0,-1,-9
Cc1c(C(=O)C(=O)NCc2ccco2)c2ccccc2n1C,1,0.6,-3,-1,35,-7,-13,-4,1,1
O=C(N/N=C/c1ccc([N+](=O)[O-])o1)c1cccc(S(=O)(=O)N2CCOCC2)c1,-81,1.3,3,-3,13,-3,-15,6,4,0
COc1ccc(-c2nc3ccccc3c(=O)n2CCOc2c(C)cccc2C)cc1,-6,0.7,-2,25,12,-6,-13,10,4,-2
O=C(Nc1cccc(NC(=O)c2ncn[nH]2)c1)c1cccc(Cl)c1,-16,-0.6,-3,-19,9,-1,-37,-6,-2,1
Cc1nc2sc(C(c3ccco3)N3CC(C)OC(C)C3)c(O)n2n1 (stereo not drawn),0,0.8,0,-6,-3,0,0,-1,3,6
Cc1cc([N+](=O)[O-])nn1CCCC(=O)Nc1ccc2c(c1)OCO2,-9,0.6,-31,-9,5,-3,-25,-4,-2,-1
O=C(CN1CCN(c2ccccn2)CC1)NC(=O)NC1CCCCC1,-11,-0.2,3,10,17,5,-11,-4,1,2
C=C(C)C1CC=C(C)/C(=N/NC(=O)COc2ccc(C)cc2)C1 (stereo not drawn),25,0.1,-3,2,25,7,17,1,-3,-5
CCCc1c(C(=O)Nc2cc(C)on2)cnn1-c1ccccc1,-24,-0.1,-18,17,8,-2,-10,1,4,0
COc1ccccc1NC(=O)CSc1nnnn1C1CCCCC1,16,0.2,-1,18,20,-8,11,-5,-3,0
COc1cc(NC(=O)c2ccccc2[N+](=O)[O-])ccc1NC(=O)C(C)C,15,0.9,-8,17,18,2,-19,-3,2,-1
CC(C)CC(NC(=O)C1CCC(C)CC1)C(=O)NCc1ccccn1 (stereo not drawn),11,-0.3,1,-9,11,0,-29,0,1,-1
CC(C)(C)c1ccc(C(=O)NCc2nnc(SCC(=O)NC3CCCCC3)o2)cc1,-13,-0.1,-7,7,-2,-6,-6,1,-3,4
Cc1ccc(NC(C)C(=O)N/N=C/c2ccc([N+](=O)[O-])s2)cc1 (stereo not drawn),-36,-0.7,-9,32,35,-4,-6,11,35*,-2
O=C(N/N=C/c1ccc2cccnc2c1)c1ccco1,-11,-0.2,10,41,13,2,-60,23,14,13
CCC(=O)c1ccc(OCCn2cnc3ccccc32)cc1,-42,1.4,-6,-2,4,-2,-59,8,0,1
CCc1cc(Cn2nc(-c3ccccc3)cc2C(=O)O)on1,-1,0.3,0,6,22,.,.,-4,.,2
Cn1c(C(=O)NCCN2CCOCC2)cc2c(=O)n3ccccc3nc21,1,0.2,-10,-14,20,2,-29,-1,-1,-143
c1csc(-c2cn3c(n2)SCC3)c1,-41,0.3,9,-4,7,-5,7,7,3,-2
Cn1c(=O)c2c(nc3n2CC(COc2ccccc2)O3)n(C)c1=O (stereo not drawn),1,-55,-4,4,43,2,-10,3,6,-1
CN(c1ccccc1)S(=O)(=O)c1cccc(C(=O)NCCc2ccc(O)c(O)c2)c1,7,1.0,2,43,21,12,-9,17,0,-2
O=C(Nn1c(=O)[nH]c2ccccc2c1=O)c1ccco1,6,-0.1,-3,6,6,-4,-17,-3,4,3
O=C(O)c1c2c(nc3ccccc13)/C(=C/c1ccccc1[N+](=O)[O-])CCC2,10,1.5,-1,-2,.,-4,-38,-6,-2,9
CC(C)NC(=O)CC(=O)N/N=C/c1ccc(Br)cc1,12,.,-1,-11,2,3,-11,-3,-3,-2
COCCCNC(=S)N1CCC(NC(=O)Nc2ccc(C)cc2)CC1,23,-0.2,-5,13,6,3,-20,4,-1,-3
CC1(C)C(Cl)C(=O)C(C(=O)c2ccccc2)C(=O)C1Cl (stereo not drawn),-8,-23,-3,3,3,0,11,1,0,-13
CC(C)(Oc1ccc(Cl)cc1)C(=O)NCc1ccc(S(N)(=O)=O)cc1,10,-0.2,8,2,22,-2,14,2,0,-7

# As entered above.
# Under AI-2 QS mod, CCOC(=O)C1(O)CSc2nc3sc(C(=O)O)c(C)c3c(=O)n21 (stereo not drawn) has 10
# Under IEC-6 tox, Cc1ccc(C)c(N2CCN(C(=O)Cc3ccc(NC4=NC5CS(=O)(=O)CC5S4)cc3)CC2)c1 (stereo not drawn) has 0
# Under IEC-6 tox, CC1(C)C(Cl)C(=O)C(C(=O)c2ccccc2)C(=O)C1Cl (stereo not drawn) has 0
# Under HSP90 refold inh, C=C(C)C1CC=C(C)/C(=N/NC(=O)COc2ccc(C)cc2)C1 (stereo not drawn) has -3
# Under AI-2 QS mod, Cc1ccc(N(C(=O)Cc2cccs2)C(C(=O)NC2CCCC2)c2ccncc2)cc1 (stereo not drawn) has 10

# Random excerpt: two compounds from above.
SMILES,aSyn UTR inh,HIF act,Platelet DG rel,HSF-1 act,AI-2 QS mod,IEC-6 tox,KLF5 inhibitor,HSF1 inhib,HSP90 refold inh,HDAC3 inh
O=C(O)c1c2c(nc3ccccc13)/C(=C/c1ccccc1[N+](=O)[O-])CCC2,10,1.5,-1,-2,.,-4,-38,-6,-2,9
COCCCNC(=S)N1CCC(NC(=O)Nc2ccc(C)cc2)CC1,23,-0.2,-5,13,6,3,-20,4,-1,-3

# Hits appear at their usual frequency, and some 5% of all compounds hit somewhere here.
